# Assay outcomes from PubChem.
# Mcl1-Noxa inh: disrupts binding of human Mcl-1 to Noxa peptide; Q07820; TR-FRET Mcl-1/Noxa peptide binding, 2 h; inhibition, % at 21.7 µM; 220,000 tested, 1.5% active;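 active means compounds that cut the protein-peptide binding signal by more than 50% relative to plate controls in a single-dose test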;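 further: His-tagged Mcl-1 with rhodamine Noxa BH3 peptide and terbium anti-His antibody; 0% = Mcl-1 plus Noxa peptide wells and 100% = peptide-only wells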
# Target sequence (Q07820 whole entry, looked up): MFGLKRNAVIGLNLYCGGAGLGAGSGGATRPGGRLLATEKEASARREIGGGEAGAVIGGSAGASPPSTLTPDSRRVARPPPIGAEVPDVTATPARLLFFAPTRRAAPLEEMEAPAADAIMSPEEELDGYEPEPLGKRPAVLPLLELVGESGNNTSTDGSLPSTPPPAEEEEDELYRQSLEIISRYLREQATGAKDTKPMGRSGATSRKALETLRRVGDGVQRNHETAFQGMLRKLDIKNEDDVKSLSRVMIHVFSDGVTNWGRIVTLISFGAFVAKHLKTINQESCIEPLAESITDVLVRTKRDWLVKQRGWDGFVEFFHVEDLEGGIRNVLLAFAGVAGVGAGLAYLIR
# Pf gametocyte: kills late stage P. falciparum gametocytes. P. falciparum stage V gametocytes, ATP luminescence, 24 h. inhibition, % at 10.9 µM. 150,000 tested, 0.065% active. AID 743093;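 active means inhibition above the mean plus 3 SD of compounds within the control limits, set per campaign, cut at about 38% in these data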;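 further: 0% = DMSO wells and 100% = medium only without gametocytes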
# RGS8-Gao reg: human RGS8-Galphao interaction regulation; 220,000 tested, 0.34% active; response (percent of control binding), % at 10 µM; multiplexed bead flow cytometry, RGS8-Galphao binding; actives lie on both sides; AID 1423; in the data active means response below about 60% or above about 140%; inactive means in between;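 further: Galphao activated as the GDP aluminium fluoride complex binding bead-coupled RGS8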
# Target sequence (P09471 whole entry, looked up): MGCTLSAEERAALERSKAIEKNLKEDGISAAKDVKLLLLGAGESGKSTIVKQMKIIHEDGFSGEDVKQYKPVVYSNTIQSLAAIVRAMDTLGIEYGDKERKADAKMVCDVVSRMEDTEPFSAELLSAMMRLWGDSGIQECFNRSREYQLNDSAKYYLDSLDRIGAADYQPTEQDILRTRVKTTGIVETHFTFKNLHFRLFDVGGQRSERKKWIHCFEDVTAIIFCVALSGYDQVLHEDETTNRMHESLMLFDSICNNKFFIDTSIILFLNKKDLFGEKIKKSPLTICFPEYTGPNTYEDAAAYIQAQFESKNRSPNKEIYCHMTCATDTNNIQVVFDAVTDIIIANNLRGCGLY
# Mcl1 Bid PPI: disrupts binding of human Mcl-1 to Bid peptide | Q07820 | TR-FRET Mcl-1/Bid-Dy647 peptide binding, 1536-well | inhibition, % at 21.7 µM | 220,000 tested, 0.97% active | AID 1021;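 active means compounds that cut the binding signal by more than half at the single screening dose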;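 further: His-tagged Mcl-1 with europium anti-His antibody binding Bid BH3 peptide; 0% = Mcl-1 plus peptide wells and 100% = peptide-only wells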
# * = called active by the depositor. An excerpt, so the mix of outcomes need not match the whole.
SMILES,Mcl1-Noxa inh,Pf gametocyte,RGS8-Gao reg,Mcl1 Bid PPI
CCN(c1ccccc1)P(=O)(Nc1ccccc1)Nc1ccccc1,-15,-1,98,-20
Cc1cc(OCC(=O)N2CCOCC2)ccc1[N+](=O)[O-],-14,8,99,-26
O=C(COc1ccc([N+](=O)[O-])cc1Cl)Nn1cnnc1,8,-22,110,5
CCc1c(C)c(C#N)c2[nH]c3ccccc3n2c1=S,18,-3,98,-3
O=C(CSc1nccc(=O)[nH]1)NCc1ccco1,12,-9,100,-22
O=Cc1c(-c2ccccc2)nc2ccccn12,-9,-10,90,-9
c1ccc(-c2ccc3nnnn3n2)cc1,-6,-17,96,-12
COc1cccc(N2CC(=O)N(NC(=O)c3sc4nc(C)cc(C)c4c3N)CC2=O)c1,7,12,107,5
CCc1cc2ccc(OC)cc2nc1SCC(=O)N1CCN(C(=O)c2ccco2)CC1,5,-12,99,-52
CC1CC(C)CN(C(=O)Nc2ccccc2F)C1 (stereo unspecified),-17,16,101,-5
O=C(N/N=C/c1cccc([N+](=O)[O-])c1)c1nc2ccccc2c(=O)[nH]1,2,12,98,-25
COC(=O)c1cccc(NC(=O)NC(=O)c2ccc(Cl)cc2)c1,-20,9,101,8
CCn1c(SCC(=O)N(C)c2c(N)n(Cc3ccccc3)c(=O)[nH]c2=O)nc2ccccc21,8,11,97,-6
CN=C(C)/C(C(=O)OC)=C(/O)c1ccc(Cl)cc1Cl,-3,7,100,-3
O=c1[nH]c(CSc2nc3ccccc3s2)nc2ccccc12,-29,12,101,-55
O=C(Nc1cccc(S(=O)(=O)NC2=NCCC2)c1)C1CCCCC1,19,-1,100,-6
NC(=S)Nc1cccc(-c2n[nH]c(=S)o2)c1,18,9,101,-48
CCCNc1cc(=S)nc(N)[nH]1,5,-19,94,-26
O=C(COC(=O)c1ccccn1)Nc1nc(-c2cccc([N+](=O)[O-])c2)cs1,-11,-15,99,-22
N#CC1CCN(c2ncccc2[N+](=O)[O-])CC1,-10,-1,106,-8
O=C(NNC(=S)Nc1ccccc1Cl)c1ccncc1,20,-5,101,-33
Cc1cc(C(=O)NNC(=O)c2cccc(C(F)(F)F)c2)no1,7,-1,100,-7
Cn1nc(-c2ccc(Cl)cc2)cc1NC(=O)CCCC(=O)O,11,5,102,-3
COc1ccc(OC)c(CCNC(=O)C(=O)Nc2ccc3nc4n(c(=O)c3c2)CCCCC4)c1,0,6,103,-6
O=C(Nc1cccc(S(=O)(=O)N2CCCC2)c1)C1CCCN1C(=O)c1cccs1 (stereo unspecified),22,-15,101,-8
# (list continues)
SMILES,Mcl1-Noxa inh,Pf gametocyte,RGS8-Gao reg,Mcl1 Bid PPI
CCn1c(SCC(=O)NCCc2ccccc2)nc2sc3c(c2c1=O)CCN(C)C3,6,-5,102,21
S=c1[nH]nc(-c2ccccn2)n1/N=C/c1ccco1,4,-1,98,-12
COC(=O)N/N=C/c1ccc(OC(=O)/C=C/c2ccco2)cc1,1,4,100,-23
Cc1onc(-c2ccc(Cl)cc2)c1-c1ccnn1S(=O)(=O)c1ccc(Cl)cc1,-2,-2,99,-11
COc1cccc(/C=N/NC(=O)c2ccc(=O)[nH]n2)c1O,-45,-9,91,-64
O=C(O)COc1ccccc1/C=N/NC(=O)c1cc2ccccc2cc1O,15,13,96,-42
Cc1ccc2nc(NC(=O)CS(=O)(=O)Cc3ccccc3)sc2c1,0,3,100,26
O=C(Nc1ccc2c(c1)CCC2)c1cc(=O)[nH]c2ccccc12,11,11,104,-11
Cc1ccc(NC(=O)C/C(N)=N/O)cc1Cl,12,-5,101,7
CCOC(=O)/C(C)=N/Nc1nc(-c2ccc(NC(C)=O)cc2)cs1,-7,-2,100,-73
COc1cc2c(cc1OC)CN(C(=O)c1ccc([N+](=O)[O-])o1)CC2,11,2,102,-26
COc1c(N2CCN(C(=S)Nc3ccccc3F)C(C)C2)c(F)cc2c(=O)c(C(=O)O)cn(C3CC3)c12 (stereo unspecified),-34,1,99,-39
CC(C)NC(=O)c1ccc2c3n(nc2c1)-c1ccc(Cl)cc1CO3,13,-25,99,-50
O=C(O)c1cccc(-n2cccc2/C=C/[N+](=O)[O-])c1,29,2,98,-39
CC(C)(C)C(=O)Nc1cccc(-c2ncon2)c1,-7,-1,99,-9
COc1ccc(/C=C/C(=O)NC(=S)N2CCN(c3ccccc3OC)CC2)cc1,10,10,103,-17
C=CCN(c1ccc(F)cc1)S(=O)(=O)c1cc(C(=O)OCC(=O)N(C)C2CCS(=O)(=O)C2)ccc1Cl (stereo unspecified),7,-4,99,-14
COc1ccc(C2CC3(O)CC(C#N)(C(=O)N3)C2(C#N)C#N)cc1 (stereo unspecified),-1,-12,98,-8
O=C(NCCCN1CCOCC1)c1ccc2c(c1)N(Cc1ccccc1)CCS2,4,-5,100,-43
CC(=O)c1sc(=S)n(-c2ccccc2)c1C,-2,11,101,-26
O=C(O)COCC(=O)NCc1csc2ccccc12,11,1,88,0
Nc1ccc(-c2nc3cc(N)ccc3n2CCO)cc1,11,-254,101,-150
COc1ccc(CNC(=O)CCC(=O)Nc2nnc(C(C)C)s2)cc1,-5,0,102,-17
Cn1c(=O)oc2cc(S(=O)(=O)N3CCC(C(=O)NCCc4ccccc4)CC3)ccc21,1,-18,105,-8
CC(C)CNC(=O)COC(=O)c1cccc(S(=O)(=O)NCC(F)(F)F)c1,22,2,101,-28

# Of the compounds above, these contain a nitro group on carbon.
SMILES,Mcl1-Noxa inh,Pf gametocyte,RGS8-Gao reg,Mcl1 Bid PPI
Cc1cc(OCC(=O)N2CCOCC2)ccc1[N+](=O)[O-],-14,8,99,-26
O=C(COc1ccc([N+](=O)[O-])cc1Cl)Nn1cnnc1,8,-22,110,5
O=C(N/N=C/c1cccc([N+](=O)[O-])c1)c1nc2ccccc2c(=O)[nH]1,2,12,98,-25
O=C(COC(=O)c1ccccn1)Nc1nc(-c2cccc([N+](=O)[O-])c2)cs1,-11,-15,99,-22
N#CC1CCN(c2ncccc2[N+](=O)[O-])CC1,-10,-1,106,-8
COc1cc2c(cc1OC)CN(C(=O)c1ccc([N+](=O)[O-])o1)CC2,11,2,102,-26
O=C(O)c1cccc(-n2cccc2/C=C/[N+](=O)[O-])c1,29,2,98,-39

# Continued:
SMILES,Mcl1-Noxa inh,Pf gametocyte,RGS8-Gao reg,Mcl1 Bid PPI
O=C(O)/C=C/c1ccc(S(=O)(=O)Nc2ccc(OCc3ccccc3)cc2)cc1,32,-6,104,-31
O=C(COc1ccccc1[N+](=O)[O-])Nc1ccc(Br)cc1,-2,18,119,-1
C=CCCN([C@@H](C)C(=O)OC)S(=O)(=O)c1ccccc1Br,-8,-16,99,-63
Cc1cccc(N(CC(=O)NC(C)(C)C)C(=O)CNC(=O)c2cccs2)c1C,-10,15,100,-32
COc1ccc(/C=C/C(=O)O)cc1S(=O)(=O)N1CCC(C)CC1,10,4,97,-4
COc1ccc(/C=C/C(=O)OCc2nc3ccccc3c(=O)[nH]2)c(OC)c1,0,20,99,2
COc1ccccc1NS(=O)(=O)c1ccc(O)c(C(=O)OCC(=O)N2CCc3ccccc32)c1,36,4,97,-32
CCOC(=O)/C(C#N)=N/Nc1c(S(=O)(=O)Cc2ccco2)csc1C(=O)OC,0,9,99,-27
O=C(c1cccc([N+](=O)[O-])c1)c1ccccn1,17,-16,94,42
O=C(COc1ccc(Cl)cc1)c1ccc(O)cc1O,3,-13,98,-4
O=C(COC(=O)c1cc[n+]([O-])cc1)Nc1ccc(SC(F)F)cc1,10,-8,99,-31
O=C(/C=C/c1ccco1)N(Cc1ccccc1)C1CCS(=O)(=O)C1 (stereo unspecified),7,-1,99,-56
CC1CCN(C(=O)CC#N)CC1,19,15,102,10
O=C(N/N=C/c1ccccc1[N+](=O)[O-])c1ccc2nc[nH]c2c1,26,16,100,32
CC(=O)N(OCc1ccc(OC(C)C)c(Cl)c1)C(C)=O,16,8,93,2
CC(Oc1ccccc1)C(=O)N1CCN=C1SCc1cccc(F)c1 (stereo unspecified),-18,12,101,-19
Cc1nc(-c2cccs2)sc1C(=O)NN,-14,7,102,4
COc1ccc(-c2nc3c(n2O)CCc2c-3no[n+]2[O-])cc1,12,-15,88,-68
O=C(O)c1cccc(S(=O)(=O)Nc2cc(Cl)ccc2Cl)c1,24,4,98,14
CCc1ccc(-c2csc3ncn(CC(=O)NCc4ccco4)c(=O)c23)cc1,20,31,98,-73
CCOC(=O)c1ccc(-c2ccc(C=O)o2)cc1,4,18,104,0
COc1ccc2cc(C3CC(c4cccs4)=NN3C(C)=O)c(Cl)nc2c1 (stereo unspecified),15,24,102,54*
Cc1c(O)ccc(/C=N/Nc2nc(-c3cccnc3)nc3ccccc23)c1O,89*,12,94,-11
CC(C)Oc1ccc(CCC(=O)N/N=C/c2ccncc2)cc1,14,15,100,-10
NC(=O)CC(NC(=O)Cc1ccc(Br)cc1)c1ccc(N2CCC(Br)CC2)c([N+](=O)[O-])c1 (stereo unspecified),8,6,101,-44

# Brought forward from above: 3 entries, then new ones.
SMILES,Mcl1-Noxa inh,Pf gametocyte,RGS8-Gao reg,Mcl1 Bid PPI
Cc1c(O)ccc(/C=N/Nc2nc(-c3cccnc3)nc3ccccc23)c1O,89*,12,94,-11
CC(C)Oc1ccc(CCC(=O)N/N=C/c2ccncc2)cc1,14,15,100,-10
NC(=O)CC(NC(=O)Cc1ccc(Br)cc1)c1ccc(N2CCC(Br)CC2)c([N+](=O)[O-])c1 (stereo unspecified),8,6,101,-44
O=c1[nH]c2cccnc2n1-c1ccc([N+](=O)[O-])cc1,-27,-7,104,-13
CC1=CCC(C(=O)O)C(C(=O)Nc2ccc(-c3nc4ccc(C)cc4s3)cc2)C1 (stereo unspecified),24,-17,101,-16
COc1ccc(OC)c(Nc2nc(N)c([N+](=O)[O-])c(NCc3ccccc3)n2)c1,2,6,98,0
CCOC(=O)CN1NC2(CCCCCCC2)NC1=S,22,3,95,-40
CC(C)NC(=O)CSc1nccc(-c2cccs2)n1,-15,-13,100,-14
O=C(Nc1ccccc1C(=O)Nc1nnc(C(F)(F)F)s1)c1ccccc1Cl,15,1,101,20
CN(CC(=O)Nc1ccc2c(c1)OCO2)S(=O)(=O)c1ccc2c(c1)CCC(=O)N2,-4,5,100,-16
COc1ccc(C(=O)NN2C(=S)N(c3ccc(OC)cc3)C(=O)C2CC(N)=O)cc1 (stereo unspecified),-13,-22,104,-28
O=C1CN(C(=O)CSc2nc3ccccc3c(=O)n2CCCN2CCOCC2)c2ccccc2N1,11,16,100,-11
CCN1C(=O)C2(C(C(=O)c3cc4ccccc4o3)=C(O)C(=O)N2CCCN2CCOCC2)c2ccccc21 (stereo unspecified),9,-13,101,2
COC(=O)CC1=C(C(=O)OC)C(c2ccc3c(c2)OCO3)C(C#N)=C(N)O1 (stereo unspecified),-7,-2,98,-37
N#C/C(=C(/O)c1ccc(Cl)c([N+](=O)[O-])c1)c1nc2ccccc2[nH]1,66*,-25,100,25
Cn1nccc1NC(=O)Nc1ccc(Cl)cc1,-17,-1,97,-7
CCOC(=O)CN(C(=O)CSc1nnc(COc2ccc(OC)cc2)n1CC)c1ccccc1,14,-27,103,-19
NC(=S)N/N=C/c1ccc(/C=N/NC(N)=S)cc1,-6,-14,100,-227
